Fam108B inh – blocks mouse Fam108B hydrolase in RBBP9 counter-screen; inhibition, % at 9.51 µM; AID 1947; recombinant Fam108B, FP-Rh probe fluorescence polarization; hit rate 0.33% among 300,000;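 active = inhibition above the screen mean inhibition plus 3 SD, computed separately per campaign, cut at about 18% in these data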;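 also: inhibitors lower polarization as less probe binds the enzyme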
PME-1 inh – PME-1 (human) inhibition. Q9Y570. recombinant PME-1, FP-Rh probe fluorescence polarization. inhibition, % at 5.9 µM. hit rate 0.53% among 320,000. AID 2130;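 active = inhibition above the campaign mean of all compounds plus 3 SD, cut at about 26% in these data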;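 also: competitive labeling of PME-1 active site by serine hydrolase directed probe; 0% = PME-1 with DMSO and 100% = wells lacking PME-1 enzyme; inhibitors block probe labeling so polarization falls and inhibition rises; many of its hits are not listed in these tables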
PAD4 inh – inhibitors of human PAD4. Q9UM07. recombinant PAD4, RCA probe fluorescence polarization. inhibition, % at 6.36 µM. hit rate 0.41% among 330,000. AID 485272;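 active = percent inhibition above a cutoff equal to the mean of all tested compounds plus 3 SD, cut at about 15% in these data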;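 also: 0% = PAD4 with RCA probe and DMSO and 100% = probe without PAD4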
Target sequence (Q9UM07 whole entry, looked up): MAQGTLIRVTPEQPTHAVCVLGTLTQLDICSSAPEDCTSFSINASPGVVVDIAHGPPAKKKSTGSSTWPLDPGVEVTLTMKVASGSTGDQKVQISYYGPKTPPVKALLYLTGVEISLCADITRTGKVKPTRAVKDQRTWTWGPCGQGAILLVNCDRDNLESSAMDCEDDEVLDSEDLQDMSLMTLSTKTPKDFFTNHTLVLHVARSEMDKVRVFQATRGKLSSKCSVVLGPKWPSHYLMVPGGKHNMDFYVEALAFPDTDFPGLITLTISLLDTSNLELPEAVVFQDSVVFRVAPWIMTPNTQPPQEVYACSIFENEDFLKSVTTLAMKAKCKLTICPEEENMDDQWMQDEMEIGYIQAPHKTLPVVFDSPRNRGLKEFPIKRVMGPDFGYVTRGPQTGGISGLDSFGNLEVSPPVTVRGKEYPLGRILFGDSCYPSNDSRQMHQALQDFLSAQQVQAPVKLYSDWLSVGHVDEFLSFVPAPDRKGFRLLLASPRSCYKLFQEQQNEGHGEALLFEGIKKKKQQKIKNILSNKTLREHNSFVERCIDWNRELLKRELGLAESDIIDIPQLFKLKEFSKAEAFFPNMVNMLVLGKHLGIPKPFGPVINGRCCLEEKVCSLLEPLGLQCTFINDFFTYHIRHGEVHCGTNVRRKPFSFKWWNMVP
Bcl-xL primary – inhibitors of human Bcl-xL | Q07817 | GST-Bcl-xL / FITC-Bim BH3 peptide fluorescence polarization | inhibition, % at 10.9 µM | hit rate 0.7% among 320,000;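 active = inhibition above the mean of all tested compounds plus 3 SD, cutoff set per campaign, cut at about 30% in these data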;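 also: 0% = DMSO wells and 100% = unlabeled Bim-BH3 peptide competitor; inhibitors lower millipolarization by displacing the labeled peptide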
Target sequence (Q07817 whole entry, looked up): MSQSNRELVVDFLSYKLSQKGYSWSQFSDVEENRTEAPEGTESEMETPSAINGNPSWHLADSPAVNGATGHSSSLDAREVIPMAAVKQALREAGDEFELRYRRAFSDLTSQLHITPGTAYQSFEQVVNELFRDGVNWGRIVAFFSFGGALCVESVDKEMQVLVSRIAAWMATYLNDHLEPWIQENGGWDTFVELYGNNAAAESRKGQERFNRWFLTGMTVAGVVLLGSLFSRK
GSTO1 counter – GSTO1 inhibition, counter-screen for RBBP9 inhibitors | inhibition, % at 5.96 µM | hit rate 1.1% among 300,000 | recombinant GSTO1, activity-based probe fluorescence polarization;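 active = inhibition above the campaign mean inhibition plus 3 SD, cut at about 35% in these data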;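 also: 0% = GSTO1-1 with DMSO and 100% = wells lacking GSTO1-1 enzyme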
MCL1 BIM primary – inhibitors of human MCL1 binding to BIM-BH3 peptide; Q07820; GST-MCL1 / FITC-Bim-BH3 fluorescence polarization; inhibition, % at 10.9 µM; hit rate 0.68% among 320,000;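 active = inhibition above the mean inhibition of all tested compounds plus 3 SD, set per campaign, cut at about 40% in these data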;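 also: 0% = DMSO wells and 100% = unlabeled Bim-BH3 peptide control; higher means more loss of mP so more displacement of Bim peptide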
GLD-1 TGE inh – GLD-1-TGE RNA interaction inhibition (C. elegans) | Q17339 | purified GLD-1 + fluorescein TGE RNA, fluorescence polarization | inhibition, % at 5.96 µM | hit rate 0.44% among 320,000;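 active = percent inhibition above a per-plate cutoff, the plate mean of test compounds plus 3 SD, cut at about 30% in these data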;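 also: 0% = DMSO wells with GLD-1 and probe and 100% = wells lacking GLD-1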
MEX-5 binding – C. elegans MEX-5 TCR-2 RNA binding activity; Q9XUB2; MEX-5/FITC-TCR2 RNA binding, fluorescence polarization; hits give low values; activity score (negative = inhibition of binding), % at 10 µM; hit rate 0.38% among 300,000; AID 1832;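 active = inhibition past about -25% in most replicates, and total fluorescence under double the plate's negative control median, limit read from the data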;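 also: 0% = DMSO and -100% = 5 µM competing unlabeled TCR2 RNA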
TPT1 inhibitor – blocks Candida albicans tRNA 2'-phosphotransferase. recombinant caTPT1, FP RNA substrate dephosphorylation. hit rate 0.81% among 300,000. AID 1962. inhibition, % at 5 µM;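 active = inhibition above the mean of all tested compounds plus 3 SD, set per screening campaign, cut at about 24% in these data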;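 also: plate controls were DMSO alone for no effect and ferristatin control at 100 nM for full effect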
Active calls of the source: *. A portion of the library; count on the stated rates, not on these rows.

SMILES	Fam108B inh	PME-1 inh	PAD4 inh	Bcl-xL primary	GSTO1 counter	MCL1 BIM primary	GLD-1 TGE inh	MEX-5 binding	TPT1 inhibitor
CC1CCCC(C)N1CC(O)Cn1c2ccccc2c2ccccc21 (stereo not drawn)	-3	3	3	4	16	5	6	2.3	-1
COc1ccc(S(=O)(=O)N2CCOC2CNC(=O)C(=O)NCCN2CCOCC2)cc1C (stereo not drawn)	-1	1	1	4	1	-3	-3	-2.6	-5
O=C(NNC(=O)c1csc(-c2cnccc2C(F)(F)F)n1)c1ccc(C(F)(F)F)cc1	8	-6	3	4	1	10	-8	-3.3	2
CCN(CC)CCCN1C(=O)C(O)=C(C(=O)c2ccco2)C1c1ccc(OC(C)C)cc1 (stereo not drawn)	-5	-7	-4	-4	8	3	-3	-3.1	4
N#C/C(=C(/O)CCl)c1nc2ccccc2[nH]1	5	7	-3	23	84*	19	1	-2.5	12
Cc1ccc(S(=O)(=O)NC(C)c2ccccc2)cc1[N+](=O)[O-] (stereo not drawn)	-3	7	-1	0	5	5	0	0.2	-3
O=C(Cc1ccc2c(c1)OCCO2)N1CCN(S(=O)(=O)c2cccs2)CC1	-3	3	-7	0	1	-1	-6	0.0	2
NC(=O)CSc1nnc(NC(=O)c2ccc(S(=O)(=O)N3CCCCC3)cc2)s1	-2	1	-3	-1	-2	-2	6	1.0	0
Cc1ccc(C(=O)NCC(=O)N/N=C/c2cccs2)cc1[N+](=O)[O-]	1	-4	1	-1	12	-6	-9	-3.1	0
O=S(=O)(c1ccc(Oc2ccc(Br)cc2)cc1)N1CCOCC1	2	10	-1	4	-8	-2	-3	-0.3	8
Cc1ccc(NCc2ccccc2O)cc1	3	5	-2	3	0	9	6	-1.8	-2
CCOc1ccc(NC(=O)Nc2cccs2)cc1	3	11	-2	5	9	10	8	1.4	0
O=C(Nc1cccc(-c2ccccc2)c1)N1CCN(C(=O)Nc2cccc(-c3ccccc3)c2)CC1	1	3	2	4	15	3	7	-3.3	2
NS(=O)(=O)c1ccc(NC(=O)COC(=O)C2(c3ccc(F)cc3)CCCC2)cc1	0	-2	-1	-2	-7	-3	1	-0.5	-5
COc1ccc(C(=O)NCCc2cnc[nH]2)cc1OC	2	-8	0	1	-3	1	-4	-2.1	-3
CC(C)c1ccc(NC(=O)CCS(=O)(=O)c2cccc3nonc23)cc1	0	4	-2	3	6	1	0	0.9	2
Cc1ccc(-c2cn3cccnc3n2)cc1NC(=O)c1c(-c2ccccc2Cl)noc1C	7	4	-3	4	3	2	4	0.0	1
Cc1ccccc1S(=O)(=O)Cc1ccc(C(=O)NCCN(Cc2ccccc2)C(C)C)o1	2	-2	5	0	1	1	0	6.6	-5
NC(=S)N/N=C/c1ccc(C(F)(F)F)cc1	0	-1	-2	5	-3	11	2	1.0	1
Cc1ccc(CS(=O)(=O)CCC(=O)O)cc1	-1	-1	-5	0	-2	3	2	1.2	1
CN(C)CC[n+]1ccc(C(=O)c2ccccc2)cc1	-4	-1	-3	0	5	-1	3	0.5	3
CCCCOC(=O)C1C2C=C[C@]3(CN(CCCOC)C(=O)[C@H]13)O2 (stereo partly drawn)	-2	-3	-1	-2	2	-6	0	1.6	1
CC(C)C(=O)N1CCN(c2cc(N3CCN(C)CC3)c(F)cc2[N+](=O)[O-])CC1	1	7	-3	6	8	7	5	-0.9	-2
Cn1c(SCC(=O)N2CCCC2)nnc1-c1ccc(S(=O)(=O)N2CCCC2)cc1	-1	0	0	0	4	11	-3	1.8	-1

Complete entries from above:
CCCCOC(=O)C1C2C=C[C@]3(CN(CCCOC)C(=O)[C@H]13)O2 (stereo partly drawn) is entered as Fam108B inh = -2; PME-1 inh = -3; PAD4 inh = -1; Bcl-xL primary = -2; GSTO1 counter = 2; MCL1 BIM primary = -6; GLD-1 TGE inh = 0; MEX-5 binding = 1.6; TPT1 inhibitor = 1
CN(C)CC[n+]1ccc(C(=O)c2ccccc2)cc1 is entered as Fam108B inh = -4; PME-1 inh = -1; PAD4 inh = -3; Bcl-xL primary = 0; GSTO1 counter = 5; MCL1 BIM primary = -1; GLD-1 TGE inh = 3; MEX-5 binding = 0.5; TPT1 inhibitor = 3

Further records.
SMILES	Fam108B inh	PME-1 inh	PAD4 inh	Bcl-xL primary	GSTO1 counter	MCL1 BIM primary	GLD-1 TGE inh	MEX-5 binding	TPT1 inhibitor
CCOC(=O)C1CCN(CC(O)COc2ccc(C(C)(C)C)cc2)CC1 (stereo not drawn)	2	-4	0	5	9	-2	2	4.4	-5
O=C(CSc1ccsc1[N+](=O)[O-])NCCc1ccccc1	-2	-4	-4	1	15	7	-2	1.4	4
O=C(NCc1ccc(Cl)cc1Cl)C1CCN(S(=O)(=O)c2ccc3c(c2)OCCCO3)CC1	3	4	-1	-2	-6	-10	8	-0.5	3
COC(=O)c1cc(Br)c(=O)n(-c2ccc(OC)cc2)c1	-4	2	4	3	6	-2	6	1.8	-1
CC(C)(C)CN1CCC(Oc2cccc(C(=O)N3CCC[C@H]3CO)c2)CC1	1	-3	-1	3	1	7	2	-8.1	-2
CCCNC(=O)C(=O)c1cccn1-c1ccsc1C(=O)OC	-1	-5	1	1	-2	1	-2	0.1	-1
COc1ccc(CCN2CN(S(=O)(=O)c3ccccc3)c3nc4ccccc4nc32)cc1	2	19	-2	6	-7	6	5	-1.3	1
O=C(COc1ccc(Cl)cc1Cl)N/N=C/c1ccc[nH]1	4	3	-3	4	-1	-5	-1	2.5	-1
COc1ccc(CN(C)C(=O)C(Cc2ccccc2)NC(=O)c2ccccc2)c(OC)c1 (stereo not drawn)	0	5	0	3	15	7	0	0.1	-1
CS(=O)(=O)N(Cc1ccccc1)c1ccc(C(=O)Nc2ccc(C(N)=O)cc2)cc1	-3	-20	-1	-3	8	10	9	0.3	-2
CCOC(=O)CN1C(=O)SC(CC(=O)Nc2nccs2)C1=O (stereo not drawn)	-4	2	-2	6	-8	7	2	2.9	2
Cc1nn(-c2cc(Cl)ccc2N)c(=O)c2ccccc12	-2	-1	-3	-1	-2	0	0	-1.2	-1

Of the compounds above, these have an aryl thioether with sulfur outside any ring.
SMILES	Fam108B inh	PME-1 inh	PAD4 inh	Bcl-xL primary	GSTO1 counter	MCL1 BIM primary	GLD-1 TGE inh	MEX-5 binding	TPT1 inhibitor
NC(=O)CSc1nnc(NC(=O)c2ccc(S(=O)(=O)N3CCCCC3)cc2)s1	-2	1	-3	-1	-2	-2	6	1.0	0
Cn1c(SCC(=O)N2CCCC2)nnc1-c1ccc(S(=O)(=O)N2CCCC2)cc1	-1	0	0	0	4	11	-3	1.8	-1
O=C(CSc1ccsc1[N+](=O)[O-])NCCc1ccccc1	-2	-4	-4	1	15	7	-2	1.4	4

Remaining list, next part.
SMILES	Fam108B inh	PME-1 inh	PAD4 inh	Bcl-xL primary	GSTO1 counter	MCL1 BIM primary	GLD-1 TGE inh	MEX-5 binding	TPT1 inhibitor
CCn1c(SCCN2CCCCC2)nnc1-c1ccc(S(=O)(=O)N2CCOCC2)cc1	2	5	2	2	-2	0	3	0.4	1
COc1ccc(N(CC(=O)Nc2ccccc2F)S(=O)(=O)c2ccc(OC)c(OC)c2)cc1	0	-2	-3	1	-3	1	1	-0.9	0
CN(C)c1nc(Oc2ccc(C(=O)OCC(=O)Nc3ccccc3)cc2)nc(N(C)C)n1	-5	-4	-2	0	-3	2	3	-0.6	0
C=CCn1c(COc2ccccc2)nnc1SCC(=O)N/N=C/c1ccc(C)cc1	-1	-5	-1	1	0	5	4	1.4	-2
COc1ccc([N+](=O)[O-])cc1NC(=O)Cn1ccsc1=N	1	-6	0	-3	5	-21	9	0.8	-1
COc1ccc(NC(=O)/C=C/c2ccco2)cn1	0	-2	-2	12	-12	16	10	-4.1	-4
Cc1cc(C)c2nc(NNC(=O)c3ccc(S(=O)(=O)N4CC(C)CC(C)C4)cc3)sc2c1 (stereo not drawn)	5	0	6	-2	-10	1	8	2.2	-1
O=C(NNC(=O)C1CC(c2cccs2)=NO1)Nc1ccccc1 (stereo not drawn)	1	-3	-3	-2	4	1	6	-2.8	0
Cc1ccc(/C=C/C(=O)Nc2cc(S(N)(=O)=O)ccc2O)cc1	2	-2	-1	7	4	9	0	-0.3	-3
O=C(O)c1ccc2c(c1)C(=O)N(c1cccc3ccccc13)C2=O	1	0	-1	-1	-6	-1	-3	-1.7	-1
O=C(CNCc1ccc(Cl)cc1)Nc1ccc(C(=O)N2CCCCCC2)cc1	2	1	1	-1	-5	-5	-6	-1.8	4
Cc1cc(CNC(=O)Cc2ccc(F)cc2)c2ccccc2n1	7	-4	1	4	6	6	8	-5.5	-1
COc1ccc(-c2cc(=O)n(CCC#N)[nH]2)cc1	2	0	70*	8	36*	8	3	1.3	-3
CC(/C=N/N1CCN(c2ccc(C)cc2)CC1)=C\c1ccccc1	0	4	0	3	3	7	-3	1.0	4
O=C(NCc1ccc(F)cc1)c1cc2ccccc2o1	0	-9	-1	3	13	-3	4	-1.8	7
Cc1ccc(C)c(S(=O)(=O)N2CCCC2CNC(=O)C(=O)NCc2ccccc2C)c1 (stereo not drawn)	0	6	-3	0	3	-2	-1	2.4	1
COc1ccc(C(=O)CCNc2ccc(F)cc2)cc1	1	-2	4	-6	-1	-8	1	-2.7	-2
Cc1ccccc1NS(=O)(=O)c1ccc(NC(=O)c2nc3ncccn3n2)cc1	0	14	-2	0	-2	-3	2	-4.8	0
CCC(NC(=O)c1ccc2nc(Cc3ccc(OC)cc3)oc2c1)c1ccncc1 (stereo not drawn)	1	-4	1	6	5	9	10	2.4	0
Cc1n[nH]c(=O)nc1NC(C)c1ccccc1 (stereo not drawn)	-3	2	-5	1	2	-5	-3	-1.5	-2
Cn1c(SCC(=O)N/N=C/c2ccco2)nc2ccccc21	0	-1	1	0	1	-3	-1	0.4	-2
O=C(NC(Cc1ccccc1)C(=O)O)/C(=C\c1ccco1)NC(=O)c1ccco1 (stereo not drawn)	2	2	-4	18	2	20	5	-6.4	-3
Nc1nc(-c2cc(-c3ccccc3)no2)cs1	-3	-5	0	0	5	-1	-5	0.4	0
COc1ccc(N2CCN(C(=O)c3nn(C)c4c3CS(=O)(=O)c3ccccc3-4)CC2)cc1	1	-6	-4	10	-2	12	-6	3.7	-2
CCN(CC)C(=O)C1CCN(CC2CC=CCC2)CC1 (stereo not drawn)	0	-6	2	12	-11	5	0	-0.6	-1

High-throughput results (PubChem)
